TEAD-YAP block: TEAD-YAP interaction inhibition, primary screen, TEAD-YAP interaction inhibitor project, luminescence, HEK-TIYL cells. 640,000 compounds, 1.4% hits. inhibition, % at 9.12 µM. TEAD-Gal4/YAP UAS-luciferase luminescence; in the data active = inhibition above about 32%;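 also: 0% = median of test compound wells and 100% = reference inhibitor wells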
FBW7 activator: FBW7 E3 ligase activators, primary screen, biochemical, AlphaScreen, human. F-box/WD repeat-containing protein 7 (Homo sapiens), Q969H0. AlphaScreen FBW7–phospho-cyclin E peptide binding, activator screen. normalized activity (activation), % at 26.1 µM. 650,000 compounds, 0.13% hits; in the data active = normalized activity above about 1.9%;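 also: purified mutant Fbw7 with reduced substrate affinity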
Target sequence (Q969H0 whole entry, looked up): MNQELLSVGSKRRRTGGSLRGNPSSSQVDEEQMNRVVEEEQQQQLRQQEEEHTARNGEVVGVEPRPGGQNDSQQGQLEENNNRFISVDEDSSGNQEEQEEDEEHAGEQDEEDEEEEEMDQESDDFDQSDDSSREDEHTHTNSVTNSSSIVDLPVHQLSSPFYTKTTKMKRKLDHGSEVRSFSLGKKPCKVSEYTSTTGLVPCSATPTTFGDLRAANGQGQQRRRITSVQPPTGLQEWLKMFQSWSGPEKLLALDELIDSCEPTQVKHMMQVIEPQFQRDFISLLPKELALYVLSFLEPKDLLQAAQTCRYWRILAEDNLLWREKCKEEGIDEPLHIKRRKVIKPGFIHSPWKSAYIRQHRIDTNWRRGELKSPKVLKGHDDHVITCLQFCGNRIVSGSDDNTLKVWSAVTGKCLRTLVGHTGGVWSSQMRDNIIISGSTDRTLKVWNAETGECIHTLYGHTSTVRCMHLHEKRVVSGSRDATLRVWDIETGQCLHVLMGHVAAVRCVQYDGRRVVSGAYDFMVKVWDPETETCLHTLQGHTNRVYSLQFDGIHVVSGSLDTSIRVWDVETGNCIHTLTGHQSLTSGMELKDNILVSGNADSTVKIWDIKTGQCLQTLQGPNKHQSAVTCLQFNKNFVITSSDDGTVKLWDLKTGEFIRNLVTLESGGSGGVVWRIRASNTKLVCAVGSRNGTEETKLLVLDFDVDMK
MITF inh: MITF inhibitors, primary screen, biochemical, AlphaScreen, human | inhibition, % at 2.6 µM | 650,000 compounds, 0.91% hits | Microphthalmia-associated transcription factor (Homo sapiens), O75030 | AlphaScreen MITF homodimerization, bead proximity signal; in the data active = inhibition above about 50%;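 also: 0% = vehicle wells with protein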
GPR151 activ: activators of human GPR151, primary screen, cell-based, PathHunter beta-arrestin, luminescence; AID 1508602, 2020; PathHunter beta-arrestin GPR151 cells; 650,000 compounds, 1% hits; G-protein coupled receptor 151 (Homo sapiens), Q8TDV0; activation, % at 11.2 µM; in the data active = activation above about 4.9%;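 also: 0% = median of compound wells and 100% = cells with positive control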
* = called active by the depositor; · = no result given.

Start of the listing, in advance, 7 compounds:
molecule | TEAD-YAP block | FBW7 activator | MITF inh | GPR151 activ
CCOC(=O)c1sc2nc(SCc3c(F)cccc3F)n(CCc3ccccc3)c(=O)c2c1C | -1 | 0.1 | 3 | -0.3
COc1cccc(C2C(C(=O)O)c3ccccc3C(=O)N2C)c1OC (stereo unspecified) | 3 | 0.1 | 10 | 2.0
CCOc1ccccc1NC(=O)CC(=O)Nc1ccc2nc3n(c(=O)c2c1)CCCCC3 | -4 | -0.1 | 5 | -1.0
CCOC(=O)CCC(=O)Nc1cccc(C(C)=O)c1 | 1 | -0.1 | 0 | 1.1
COc1ccc(-c2cn3c4c(=O)n(C)c(=O)n(C)c4nc3n2-c2ccc(OC)cc2)cc1 | -6 | -0.1 | -2 | 1.3
CSc1ccc(C2Nc3ccccc3NC3=C2C(=O)CC(c2ccc(Cl)cc2)C3)cc1 (stereo unspecified) | -3 | 0.6 | 22 | -0.6
O=C(Nc1ccc(S(=O)(=O)Nc2nccs2)cc1)c1cncc(Br)c1 | -11 | -0.2 | -6 | -1.1

All compounds of this part, from the start:
molecule | TEAD-YAP block | FBW7 activator | MITF inh | GPR151 activ
CCOC(=O)c1sc2nc(SCc3c(F)cccc3F)n(CCc3ccccc3)c(=O)c2c1C | -1 | 0.1 | 3 | -0.3
COc1cccc(C2C(C(=O)O)c3ccccc3C(=O)N2C)c1OC (stereo unspecified) | 3 | 0.1 | 10 | 2.0
CCOc1ccccc1NC(=O)CC(=O)Nc1ccc2nc3n(c(=O)c2c1)CCCCC3 | -4 | -0.1 | 5 | -1.0
CCOC(=O)CCC(=O)Nc1cccc(C(C)=O)c1 | 1 | -0.1 | 0 | 1.1
COc1ccc(-c2cn3c4c(=O)n(C)c(=O)n(C)c4nc3n2-c2ccc(OC)cc2)cc1 | -6 | -0.1 | -2 | 1.3
CSc1ccc(C2Nc3ccccc3NC3=C2C(=O)CC(c2ccc(Cl)cc2)C3)cc1 (stereo unspecified) | -3 | 0.6 | 22 | -0.6
O=C(Nc1ccc(S(=O)(=O)Nc2nccs2)cc1)c1cncc(Br)c1 | -11 | -0.2 | -6 | -1.1
O=C(Nc1nccs1)c1ccc2c(c1)OCO2 | -41 | -0.2 | 3 | -4.4
COc1ccc(/C=C(/NC(=O)c2ccc(Cl)cc2)C(=O)Nc2ccc(Cl)c(Cl)c2)cc1OC | -5 | -0.8 | 0 | 2.4
COc1cc(/C=C2\C=C(c3ccc(Br)cc3)OC2=O)ccc1OC(C)=O | -9 | 0.8 | 24 | -0.9
O=[N+]([O-])c1ccc(S(=O)(=O)N2CCN(CCCc3ccccc3)CC2)cc1 | 2 | -0.1 | 56* | 0.7
COc1ccc(C2CC(=O)C3=C(C2)Nc2ccccc2NC3c2ccccc2C(F)(F)F)cc1 (stereo unspecified) | -7 | 0.5 | 17 | 3.2
Cc1ccccc1C(=O)N1CCC(C(=O)N2C(=O)c3cccc(N)c3C2=O)CC1 | 1 | -0.1 | -8 | -0.2
Cc1ccc(C(=O)Nc2ccc(C(=O)CN3C(=O)CSC3=O)cc2)cc1 | -2 | 0.0 | 24 | 5.8*
Cc1oc2ccc(OCc3ccc(Cl)cc3Cl)cc2c1C(=O)OC(C)C | -6 | -0.1 | 1 | 0.2
CCOc1ccc(S(=O)(=O)Nc2sc3c(c2C(=O)NC2CC2)CCCC3)cc1 | 7 | 0.5 | -6 | 1.1
COCC(=O)N(Cc1cc2cc(C)c(C)cc2n2nnnc12)C1CCCC1 | -1 | -0.1 | 4 | -0.1
Cc1cc(I)ccc1NCC(=O)N/N=C/c1cccs1 | -1 | 0.1 | 4 | 0.4
CCOC(=O)c1c(-c2ccccc2)oc2ccc(OC(C)C(=O)OC)cc12 (stereo unspecified) | 5 | 0.4 | -5 | 0.0
COc1ccccc1NC(=O)CSc1nnc(NC(=O)c2ccccc2C)s1 | -19 | 0.1 | -1 | 2.6
O=C(NC1CCCCC1)C(c1ccncc1)N(C(=O)c1csnn1)c1cccc(F)c1 (stereo unspecified) | 2 | 0.1 | 2 | 0.2
CN(C)CCNc1c2c(nc3ccccc13)CCC2 | -6 | 0.0 | 1 | -0.1
COc1ccc(C2=NN(C(=O)CSc3nnc(CNC(=O)COc4ccccc4)n3-c3ccccc3)C(c3ccc(C)cc3)C2)cc1 (stereo unspecified) | 9 | 0.1 | -2 | -1.7
O=C(COCC(=O)N/N=C/c1ccc(F)cc1)N/N=C/c1ccc(F)cc1 | 25 | -0.2 | 0 | 0.2
Cc1cccc2nc(CSC(=S)NCC3CCCO3)cn12 (stereo unspecified) | 4 | -0.2 | -2 | 4.6
Cn1c(-c2ccccc2)cnc1NCc1ccccc1O | -3 | -0.1 | 20 | 3.3
OC1CCN(C(=S)Nc2ccc(F)cc2)CC1 | 0 | 0.1 | -8 | -0.5
COc1cccc(CNC(=O)c2cn(CCCN(C)C)c3cc(-c4cn[nH]c4)ccc23)c1 | -4 | -0.4 | 24 | -1.2
CCC(C)NS(=O)(=O)c1ccc(NC(C)=O)cc1 (stereo unspecified) | -1 | 0.1 | 11 | -1.8
CCOC(=O)C1CCN(C(=O)C2CCN(Cc3ccc(CC)cc3)CC2)CC1 | 13 | 0.1 | 61* | -2.0
CC(C(=O)NC(C)(C)C)N(C(=O)C1COc2ccccc2O1)c1cnc2ccccc2c1 (stereo unspecified) | -2 | 0.2 | -7 | 1.0
CC1CCN(Cc2nnnn2CC(=O)N2CCC(c3ccncc3)CC2)CC1 | 3 | 0.0 | 10 | 0.6
Cc1ccc(C(=O)Nc2ccc([N+](=O)[O-])cc2Br)cc1 | -34 | -0.1 | 4 | 1.7
O=C(CSc1nnns1)c1ccc(F)cc1 | -11 | -0.2 | 7 | -1.1
Cc1ccccc1N1CCN(C2=NC(=O)/C(=C\c3ccccc3)S2)CC1 | -12 | 0.2 | 17 | 0.4
O=C(c1ccccc1)N1N=C(c2ccccc2)CC1(O)C(F)(F)C(F)(F)F (stereo unspecified) | -1 | -0.1 | 9 | 3.9
CCCCc1cc(=O)oc2c(C)c(OCc3ccc(F)cc3)ccc12 | 11 | 0.4 | 4 | -2.1
CC(C)NC(=O)N1CCCC(c2nnc(-c3ccccc3F)s2)C1 (stereo unspecified) | -17 | 0.4 | 11 | -1.3
N[C@@H](CO)c1ccccc1 | · | · | 12 | 0.5
COc1ccc(-n2c(/C=C/c3ccc(C(C)(C)C)cc3)nc3ccccc3c2=O)cc1Cl | 8 | 0.3 | 9 | -1.4
Cc1ccc(N(CC(O)CON=C2c3ccccc3-c3ccccc32)S(C)(=O)=O)cc1 (stereo unspecified) | -6 | 0.4 | 0 | -1.8
O=C(CCc1nnc(Cc2c[nH]c3ccccc23)o1)NC12CC3CC(CC(C3)C1)C2 | 10 | 0.0 | 9 | 0.0
CSCCNC(=O)C1CCN(c2nc(C)c3cc(C)c(C)cc3n2)CC1 | 7 | 0.1 | -9 | 0.5
COc1ccc(C(CNCCC#N)N(C)C)cc1 (stereo unspecified) | 1 | 0.6 | 25 | 1.1
COC(=O)c1c(OCc2ccncc2)cc(=O)n2c1CCN(Cc1cccs1)CC2 | -18 | 0.2 | 8 | -0.9
CCN(CC)C(=O)c1sc(NC(=O)c2ccc(F)cc2)c(C(=O)OC(C)C)c1C | 18 | 0.1 | 4 | -0.5
CC(Sc1ccccc1)C(=O)Nc1ccc(S(=O)(=O)N2CCCCC2)cc1 (stereo unspecified) | 13 | 0.0 | 3 | 0.0
COC(=O)c1ccc(NC(=O)Cn2nc(-c3ccc(C)cc3)c3ccccc3c2=O)cc1 | -13 | 0.3 | 14 | 0.0

Reformatted with values under each structure: 5 of the compounds above.
Below each compound: TEAD-YAP block | FBW7 activator | MITF inh | GPR151 activ
Cc1ccc(N(CC(O)CON=C2c3ccccc3-c3ccccc32)S(C)(=O)=O)cc1 (stereo unspecified)
  -6 | 0.4 | 0 | -1.8
O=C(CCc1nnc(Cc2c[nH]c3ccccc23)o1)NC12CC3CC(CC(C3)C1)C2
  10 | 0.0 | 9 | 0.0
CSCCNC(=O)C1CCN(c2nc(C)c3cc(C)c(C)cc3n2)CC1
  7 | 0.1 | -9 | 0.5
COc1ccc(C(CNCCC#N)N(C)C)cc1 (stereo unspecified)
  1 | 0.6 | 25 | 1.1
COC(=O)c1c(OCc2ccncc2)cc(=O)n2c1CCN(Cc1cccs1)CC2
  -18 | 0.2 | 8 | -0.9

Carrying on:
molecule | TEAD-YAP block | FBW7 activator | MITF inh | GPR151 activ
CC(C)(C)C(=O)N1CCC(c2ccnc3nc(C(F)(F)F)nn23)CC1 | -11 | 0.0 | 3 | -0.2
O=c1[nH]c(N2CCc3ccccc32)nc2c1CCCC2 | -9 | 0.1 | 6 | -1.4
CC(C)C(=O)NC(C)c1nnc2n1CCN(C/C=C/c1ccc(N(C)C)cc1)CC2 (stereo unspecified) | -7 | -0.1 | 4 | 0.3
Cc1cc(C)n2nc(SC(C)C(=O)NCCC(C)C)nc2n1 (stereo unspecified) | 1 | 0.0 | 5 | 0.0
COc1ccc(CN2CCc3c(nc(N4CCCC4)[nH]c3=O)C2)cc1OC | 5 | 0.1 | 7 | 0.0
O=C(Nc1nc(-c2ccccn2)cs1)c1ccc(Br)s1 | 13 | 0.0 | 18 | -0.5
CCCOc1ccccc1N/C(=N\c1nc(C)cc(C)n1)NC(=O)Nc1ccc(Cl)cc1 | -2 | -0.3 | -2 | 0.5
COCCCN=Cc1c(-c2ccc(OC)cc2)[nH]n(-c2ccc([N+](=O)[O-])cc2)c1=O | -1 | -0.1 | -6 | -1.0
COc1ccc(-n2cc(-c3ccccc3)c3c(N4CCN(c5ccccc5F)CC4)ncnc32)cc1 | -6 | -0.5 | -2 | 0.5
COCCCNC(=O)Cn1c(=O)c2cccn2c2ccccc21 | 3 | 0.6 | 7 | 0.6
CCN1CCN(C(C)C(=O)NC(c2ccccc2)c2ccccc2)CC1 (stereo unspecified) | -5 | 0.4 | 61* | -0.1
CCCC(=O)N1c2ccc(OC)cc2C2=C(SC(C(=O)OC)=C(C(=O)OC)C23SC(C(=O)OC)=C(C(=O)OC)S3)C1(C)C | 9 | 0.3 | 16 | -1.6
Cc1nnc(SCC(=O)Nc2ccc(OCc3ccccc3)cc2)s1 | -13 | 0.0 | 12 | -1.0
CCC/C(=N/NC(=O)c1ccc(O)cc1O)c1ccccc1 | -3 | 0.3 | 9 | -2.2
CC(C)NC(=O)CN(C(=O)CCC(=O)Nc1ccccn1)c1ccc(F)c(Cl)c1 | 6 | -0.1 | 11 | 0.0
CCOC(=O)c1cc(S(=O)(=O)NC2CCCc3ccccc32)cn1C (stereo unspecified) | -2 | 0.0 | 8 | 2.8
CCC(C)NC(=O)c1cc(S(=O)(=O)N2CCc3ccccc32)ccc1F (stereo unspecified) | -2 | -0.1 | -5 | 0.3
CCOC(=O)C1CCN(C(=O)CCn2c(=O)[nH]c3ccsc3c2=O)CC1 | 0 | -0.1 | -1 | 0.2
CC(=O)NS(=O)(=O)c1ccc(NC(=O)c2ccccc2)cc1 | 4 | 0.0 | -6 | 0.7
CC(=O)c1ccc(-c2cc(F)cc3c2OC(CNC(=O)Cc2csc(C)n2)C3)s1 (stereo unspecified) | 2 | 0.3 | 9 | -0.5
CCC(=O)N1c2ccccc2NC2=C(C(=O)CC(c3ccccc3)C2)C1c1ccc2c(c1)OCO2 (stereo unspecified) | 5 | 0.0 | 16 | 4.3
COc1cc(C=O)ccc1OCCCOc1ccccc1C(=O)O | -57 | 0.0 | 7 | -1.5
CCSc1nnc(NC(=O)CSC2=NCCS2)s1 | -4 | -0.2 | 1 | -0.5
Cc1csc(C(=O)NCc2nc(-c3ccncc3)n[nH]2)c1 | -5 | -0.2 | 3 | 2.3
CCc1cccc(C)c1NC(=O)c1cc(S(=O)(=O)N2CCOCC2)cn1C | -8 | 0.2 | 9 | -0.8
Cc1sc2ncnc(Sc3nnc4cc(C)c5ccccc5n34)c2c1C | 1 | -0.2 | -2 | -1.1
CCN(CC)S(=O)(=O)c1cc(C(N)=O)ccc1Cl | -3 | -0.1 | -4 | 0.1
CC[C@@H](Cn1nnc2ccccc2c1=O)NC(=O)Cn1c(C)c(C(C)=O)c2ccccc21 | 8 | 1.1 | 0 | 0.7
CC1CCN(c2nc(Cl)nc(NC(C)(C)C)n2)CC1 | -9 | 0.8 | 20 | 0.4

Compound activity deposited in PubChem BioAssay by The Scripps Research Institute Molecular Screening Center.
